D1 ag = Allosteric Agonists of the Human D1 Dopamine Receptor: qHTS; HEK293 T-REx D1 cells, calcium flux, agonist mode; D(1A) dopamine receptor (Homo sapiens), P21728; activation, % at 2 µM; 1% of 360,000 active; AID 504660, 2011; in the data active = activation above about 30%; note: 0% is about no effect
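Agonism was scored from calcium flux recorded over 180 s (1 read/s) after pintool compound addition, following a 10-cycle baseline. Cells were inducible force-coupled HEK293 TREx D1, plated overnight at 30 C and loaded with no-wash calcium dye.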
D2 PAM = HTS Assay for Positive Allosteric Modulators of the Human D2 Dopamine Receptor: Primary Screen for Potentiators. D(2) dopamine receptor (Homo sapiens), P14416. HEK293 T-REx D2, calcium flux, EC20 dopamine potentiation. potentiation, % at 10 µM. 0.34% of 340,000 active;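 active = potentiation over 3 SD above the plate norm, cut at about 30% in these data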; note: 0% is about no effect
Target sequence (P14416 whole entry, looked up): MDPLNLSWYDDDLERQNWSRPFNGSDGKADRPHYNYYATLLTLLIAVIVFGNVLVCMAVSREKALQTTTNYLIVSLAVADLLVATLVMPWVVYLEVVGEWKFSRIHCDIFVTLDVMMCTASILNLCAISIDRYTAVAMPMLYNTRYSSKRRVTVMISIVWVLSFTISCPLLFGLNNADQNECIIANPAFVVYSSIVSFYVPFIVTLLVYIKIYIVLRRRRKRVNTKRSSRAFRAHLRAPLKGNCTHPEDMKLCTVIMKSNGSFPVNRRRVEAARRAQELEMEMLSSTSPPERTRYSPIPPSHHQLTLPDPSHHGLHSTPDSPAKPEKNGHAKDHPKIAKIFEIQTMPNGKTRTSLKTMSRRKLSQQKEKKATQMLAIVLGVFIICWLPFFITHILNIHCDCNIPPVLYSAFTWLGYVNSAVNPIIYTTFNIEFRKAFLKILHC
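Using a no-wash calcium dye in inducible, force-coupled HEK293 Trex cells expressing D2, we tracked fluorescence each second for 180 s after compound, then for 180 s after EC20 dopamine to detect augmented signalling.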
RXFP1 ag = qHTS Assay for Agonists of the Relaxin Receptor RXFP1; Relaxin receptor 1 (Homo sapiens), Q9HBX9; HEK293T-RXFP1 cAMP TR-FRET, 30 min; response scale: percent of porcine relaxin response, buffer zero; Potency, µM (top dose mostly 57.5 µM), for the others: at the highest dose activation, usual class: activators; 0.3% of 370,000 active; AID 2676, 2010; active = well fitted activation curve with a large enough effect; inconclusive = small, poorly fitted or top-dose-only effect; note: potency is the fitted concentration of half-maximal effect; % is set by controls: 0 for no effect and ±100 for the full control effect; nearly all actives have a fitted effect of over 60% in size; many of its hits are not listed in these tables
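HEK293T cells stably expressing RXFP1 were pretreated with the PDE4 inhibitor Ro 20174, exposed to compounds for 30 min at 37C, lysed, and cAMP was read by TR-FRET. Data normalized to buffer (basal) and 29 nM porcine relaxin (100%).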
RXFP1 antagonist = qHTS Assay for Antagonists of the Relaxin Receptor RXFP1 | 0.59% of 350,000 active | activity change, negative = inhibition, % at 57.5 µM | Relaxin receptor 1 (Homo sapiens), Q9HBX9 | HEK293-RXFP1, relaxin-stimulated cAMP HTRF, 30 min; hits give low values;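 active = activity change of -60% or lower, but not beyond a set lower limit; inconclusive = change between -60% and -40%, or beyond the set limit; inactive = change above -40%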; note: % is set by controls: 0 for no effect and ±100 for the full control effect
D1 potentiator = Potentiators of Human D1 Dopamine Receptor: qHTS; D(1A) dopamine receptor (Homo sapiens), P21728; HEK293 TREx D1 cells, calcium flux, dopamine EC20 potentiation; potentiation, % at 10 µM; 0.036% of 360,000 active; AID 504651, 2011; in the data active = potentiation above about 30%; note: 0% is about no effect
TRHR enhancer = qHTS for Small Molecule Agonists and Allosteric Enhancers of Human TRH Receptor: Primary Screen for Enhancers; Thyrotropin-releasing hormone receptor (Homo sapiens), P34981; TRHR cells, fluo-8 calcium fluorescence, EC20 TRH enhancement; enhancement, % at 2 µM; 0.66% of 360,000 active; in the data active = enhancement above about 30%; note: 0% is about no effect
Target sequence (P34981 whole entry, looked up): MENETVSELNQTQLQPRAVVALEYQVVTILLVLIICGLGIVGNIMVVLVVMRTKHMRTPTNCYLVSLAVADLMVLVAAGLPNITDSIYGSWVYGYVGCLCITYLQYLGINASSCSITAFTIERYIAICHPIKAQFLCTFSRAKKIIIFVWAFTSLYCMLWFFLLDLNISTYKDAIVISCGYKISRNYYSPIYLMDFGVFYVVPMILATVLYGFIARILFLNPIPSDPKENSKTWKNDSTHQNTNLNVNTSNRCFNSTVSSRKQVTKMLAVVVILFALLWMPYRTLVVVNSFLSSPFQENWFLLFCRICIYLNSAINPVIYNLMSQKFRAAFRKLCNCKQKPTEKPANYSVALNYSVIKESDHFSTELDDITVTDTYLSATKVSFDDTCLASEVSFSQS
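TRHR-expressing cells loaded with fluo-8 calcium dye were read kinetically (ex 480/em 530) during compound addition, then stimulated with an EC20 of TRH (10 nM final). Enhancement of the Gq-mediated intracellular calcium response was scored.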
D2 antag = HTS Assay for Allosteric Antagonists of the Human D2 Dopamine Receptor: Primary Screen for Antagonists | HEK293 TREx D2 cells, calcium flux, dopamine EC80 | inhibition, % at 10 µM | 2% of 340,000 active | AID 485344, 2010; in the data active = inhibition above about 30%; note: 0% is about no effect
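Compounds are added to dye-loaded, induced HEK293 T-REx cells coupled to calcium release via D2; after a 3 min kinetic read an EC80 dopamine stimulus is given and fluorescence is recorded for 3 more min.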
D2 agonist = HTS Assay for Allosteric Agonists of the Human D2 Dopamine Receptor: Primary Screen for Agonists; 0.53% of 340,000 active; activation, % at 2 µM; D(2) dopamine receptor (Homo sapiens), P14416; AID 485358, 2010; HEK293 T-REx D2 cells, calcium flux agonist mode;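 active = activation over 3 SD above normal in the single-dose calcium agonist read, cut at about 30% in these data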; note: 0% is about no effect
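HEK293 Trex D2 cells, tetracycline-induced, o/n 30 C 5% CO2; no-wash Ca dye, RT 30–90 min; 10-cycle baseline, 23 nl cpd added, kinetic Ca read 180 s; agonist hits = positive Ca response.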
D1 antagonist = Antagonist of Human D 1 Dopamine Receptor: qHTS. HEK293 TREx D1 cells, calcium flux, dopamine EC80; hits give low values. 3.2% of 360,000 active. D(1A) dopamine receptor (Homo sapiens), P21728. activity change, negative = inhibition, % at 10 µM; in the data active = activity change below about -30%; note: % is set by controls: 0 for no effect and ±100 for the full control effect
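Using tetracycline-induced force-coupled D1 Hek293 cells and a calcium dye, signals were followed for 180 s after compound, then for 180 s after EC80 dopamine, to detect inhibitors.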
Starred values were filed as active, the others as inactive; ? = inconclusive; · = no result given.

compound	D1 ag	D2 PAM	RXFP1 ag	RXFP1 antagonist	D1 potentiator	TRHR enhancer	D2 antag	D2 agonist	D1 antagonist
O=C(CSc1nc(-c2ccccc2)cc(C(F)(F)F)n1)NCc1ccco1	0	-4	-0.4%	-10	-7	-10	·	·	2
COC(=O)C1=C(C)N(CCc2ccc(OC)c(OC)c2)C(=O)/C1=C\N(C)C	0	-10	-1.4%	-1	-3	8	-9	0.8	-12
O=C(N=C1SC2CS(=O)(=O)CC2N1c1cccc(F)c1)C1CC1 (configuration not stated)	2	1	-1.1%	-1	-7	-8	-6	0.2	9
CSc1nc(C)cc(OCC#N)n1	2	5	-0.3%	-8	3	-7	4	-2.3	18
O=C(O)Cc1ccccc1C(=O)O	4	-9	0.5%	-4	1	-1	4	1.7	-2
O=C1CC(Cc2ccccc2)C(=O)N1c1ccc(Cl)cn1 (configuration not stated)	0	-5	2.1%	-8	-1	1	26	-0.2	-1
CCN1CCN(C(=O)C2CCN(c3nnc(-n4c(C)ccc4C)s3)CC2)CC1	2	5	-0.6%	1	1	-3	-25	0.6	-7
Cc1cccc2c1cnn2C(=O)Nc1cc(F)ccc1F	1	-9	0.8%	10	-5	-4	26	-0.7	0
COc1ccc2oc(N)c(C=O)c(=O)c2c1	1	-5	0.9%	-9	2	6	-14	2.6	-17
Cc1nnc2ccc(-c3ccc(NC(=O)c4ccc(Cl)nc4)cc3)nn12	-1	-1	2.3%	·	-4	0	-13	-0.1	3
COc1ccc(C=NCCCN2CCOCC2)cc1	-1	2	0.9%	3	-4	1	-17	-0.9	7
N#Cc1c2ncn(CC(=O)c3ccc(Br)cc3)c(=O)c2c2n1CCC2	2	0	9.9%	3	-5	-1	-3	0.1	6
C/C(=N\Nc1nc(N)cc(Cl)n1)c1cccc(N)c1	2	-4	-0.2%	-7	1	14	-6	-1.3	6
CC(O)CC(C)O (configuration not stated)	5	11	0.5%	·	0	-1	23	0.1	·
CCOC(=O)c1ccc(CN(Cc2ccccc2C)S(=O)(=O)c2ccc(F)c(C)c2)cc1	18	·	-0.3%	-9	-1	-1	·	0.1	20
CCCCc1ccc(NC(=O)c2ccc(N(C)S(C)(=O)=O)cc2)cc1	19	15	0.4%	-26	-8	-4	-14	0.3	-23
Cc1cc(C)nc(NS(=O)(=O)c2ccc(NS(=O)(=O)c3ccsc3)cc2)n1	2	4	-2.3%	-4	-2	3	-6	-0.4	21
CC(C)(CO)CNC1CCCN(C2Cc3ccccc3C2)C1 (configuration not stated)	1	1	-1.3%	17	-2	1	-9	0.8	2
COc1cc(/C=C(/C(=O)c2cccs2)c2nc3ccccc3[nH]2)ccc1O	-1	7	-3.7%	-21	6	8	21	0.5	-23
COc1ccc(C(CNC(=O)CN2C(=O)NC3(CCCC3)C2=O)N(C)C)cc1 (configuration not stated)	1	8	-1.9%	0	6	7	-14	0.8	9
Cc1cccc(Cl)c1OCCN1CCCC1	1	-9	0.5%	-3	-6	0	-16	-0.8	-41*
Cc1ccc(C)c(OCCCCN2CCNCC2)c1C	14	3	-0.2%	0	1	0	4	0.2	-1
O=C(CSc1ncccn1)NN=C1CCCCCC1	3	-3	0.0%	-10	2	1	9	1.6	-21
CCCc1sc(N/N=C/c2ccccn2)nc1-c1ccc(F)cc1	3	16	-3.4%	12	-4	6	-2	-0.3	28
O=C(Nc1ccc2c(c1)C(=O)NC2=O)c1ccccc1Cl	-1	-4	0.9%	·	-6	-3	13	0.0	6
COc1ccccc1CNC(=O)N1CCN(c2ccccc2Cl)CC1	4	-12	0.1%	-13	-13	-9	11	-0.7	-10
O=C(CN1C(=O)C2CC=CCC2C1=O)Nc1ccc(Br)cc1 (configuration not stated)	-2	4	0.8%	-3	-1	-3	2	1.0	11
CC(=O)c1ccccc1OC(=O)CCN1C(=O)c2ccccc2C1=O	1	8	3.7%	11	-7	9	-9	0.1	-28
Cc1cc(-n2nc(C)cc2C)n2ncc(-c3ccccc3)c2n1	2	4	0.1%	-4	-2	-2	10	-1.2	10
COc1ccc(CNC(=O)C2CCN(S(=O)(=O)N3CCCC3)CC2)c(OC)c1	6	3	1.0%	-3	-6	5	10	0.3	-13

The closing two entries of the part before are carried over, then new ones follow:
compound	D1 ag	D2 PAM	RXFP1 ag	RXFP1 antagonist	D1 potentiator	TRHR enhancer	D2 antag	D2 agonist	D1 antagonist
Cc1cc(-n2nc(C)cc2C)n2ncc(-c3ccccc3)c2n1	2	4	0.1%	-4	-2	-2	10	-1.2	10
COc1ccc(CNC(=O)C2CCN(S(=O)(=O)N3CCCC3)CC2)c(OC)c1	6	3	1.0%	-3	-6	5	10	0.3	-13
CCCOc1ccc(CNC(=O)Cn2cc3c(n2)-c2c(oc(C(=O)N4CCOCC4)c2C)CC3)cc1	5	5	7.0%	3	-2	-2	·	·	-9
CC(C)CC1C(C#N)=C(N)Oc2n[nH]c(-c3cccs3)c21 (configuration not stated)	0	-14	0.8%	3	0	-4	29	0.9	-10
Cc1ccc(S(=O)(=O)N(c2nc(N(C)C)nc(N(C)C)n2)n2cnnc2)cc1	1	0	0.0%	-17	-2	-1	8	0.2	1
Cc1ccc(S(=O)(=O)c2nnn3c2nc(NC(C)C)c2cc(Cl)ccc23)cc1C	0	-9	2.4%	-11	-4	-4	·	-0.2	-52*
CCOc1cc(CN2CCN(S(=O)(=O)Cc3ccccc3)CC2)ccc1OC	5	-2	-0.5%	-17	6	-5	-1	0.0	-8
O=C(Nc1nc2ccccc2[nH]1)Nc1ccccc1F	2	-4	-3.6%	0	-1	-2	-2	0.1	-7
Cc1cc(C(=O)CSc2nc3ccccc3o2)c(C)n1C1CC1	1	7	0.2%	-4	4	-5	-7	1.4	0
Cc1ccc(NC(=O)c2ccc3c(c2)OCCO3)cc1C	0	·	0.0%	-3	-3	3	-7	1.4	-14
CC(=O)c1ccc(N2CCN(S(=O)(=O)c3cccc4nsnc34)CC2)cc1	0	2	0.6%	-8	1	-3	-3	0.8	-9
CCOc1cc(C(=S)N2CCCC2)ccc1OCc1ccccc1	5	4	2.1%	?	-5	-2	3	0.6	12
Cc1ccc2[nH]c(=O)c(CN3CCCCC3)c(-c3ccccc3)c2c1	3	1	3.2%	16	10	1	-5	17	0
CC(=O)c1ccc(NC(=O)Cn2c(=O)nc(-c3ccccc3)c3ccccc32)cc1	0	-1	11%	11	-1	3	·	-0.3	12
Cc1c(S(=O)(=O)c2ccccn2)c(N)n(Cc2ccccc2)c1C	2	16	1.4%	4	2	0	-8	0.5	-6
COc1ccc(-c2cc(C(F)(F)F)nc(NCc3cccnc3)n2)cc1	3	-6	0.8%	-12	-11	2	10	-0.6	39
O=C(COC(=O)c1ccco1)NCc1ccc(F)cc1	0	3	0.6%	9	-2	-10	-10	0.9	2
O=C(Nc1nnc(C2CC2)s1)c1cccs1	4	14	2.2%	9	0	4	3	-1.6	-16
CCc1c(C)[nH]n(-c2nc(-c3cccc([N+](=O)[O-])c3)cs2)c1=O	2	6	-1.6%	·	-2	4	-11	·	12
CCCc1[nH]n(-c2nc3ccccc3s2)c(=O)c1C=NCCCOC	0	-1	-2.2%	-1	-5	-4	-6	-0.4	3
CCOC(=O)c1c(NC(=O)CN2C(=O)NC3(CCCCC3C)C2=O)sc(C)c1C (configuration not stated)	4	-14	2.4%	-6	-2	3	6	2.2	3
Cc1cc(C)n(C(=O)c2cccc([N+](=O)[O-])c2C)n1	4	13	1.3%	-1	0	2	13	0.5	5
O=S(=O)(c1ccccc1)N1CCN(Cc2ccc(Cl)cc2)CC1	7	7	1.1%	-5	-8	-5	1	-1.2	-27
CN(C)C(CNC(=O)CSc1nnc(-c2ccco2)o1)c1ccccc1 (configuration not stated)	1	2	0.0%	-1	-3	25	4	-0.7	-9
CCOc1ccc(NC(=O)CN(C)C(=O)CSCc2cccc(C)c2)cc1OCC	4	-4	1.5%	-7	2	-5	0	-1.2	-14
Cc1cc(C)c(S(=O)(=O)Nc2ccccc2C(=O)N2CCOCC2)c(C)c1	3	-1	2.4%	-3	0	8	10	0.2	-14
Cc1nc(S(=O)(=O)Cc2ccccc2)nc2c1CCC2	4	1	12%	-30	5	1	-4	0.7	3
CC(C)OCCCNC(=O)c1nn(C)c2c1CSc1ccccc1-2	2	-10	-0.4%	13	1	5	·	·	-2
COc1ccc(CCC(=O)Nc2cccc(S(=O)(=O)N3CCCCCC3)c2)cc1OC	10	9	-0.3%	-3	-4	-7	20	-0.5	-31*

Source: PubChem (National Center for Advancing Translational Sciences (NCATS))

Some of the compounds tested; the hit share may differ from the screen's.
